Compound activity (PubChem)
DAT uptake mod: changed human dopamine transporter uptake under cocaine IC80. hit rate 1.3% among 110,000. Q01959. AID 449768. LLC-PK1 hDAT cells, [14C]-dopamine uptake with cocaine IC80; actives deviate in either direction. B-score at 10 µM;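 active = Z score or B-score, a plate-position-corrected score, falls beyond the plate's 99.7% confidence bounds, in either direction; inactive = both scores lie inside the 99.7% bounds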;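 note: scored against the spread of the other compound wells on the same plate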
PTK2B oligo ant: blocks oligomerization of human Pyk2 in cells; Q14289; Q293 cells, Pyk2 FERM NanoBiT luminescence; stronger effect = lower value; z-score (the deposit names both 25 µM and 10 µM); hit rate 0.83% among 99,000;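 active = Z-score of -3 or lower, scaled per plate to the spread of control and sample wells; inactive = z-score above -3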;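 note: negative z-score means lost luminescence so less FERM oligomerization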
PTPN22 inh 2: blocks human PTPN22 phosphatase activity. Q9Y2R2. recombinant LYP catalytic domain, DiFMUP fluorescence. inhibition, % at 2 µM. hit rate 0.21% among 96,000. AID 640;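 active = inhibition at 2 µM at or above a set limit, the screen mean plus 3 SD, cut at about 24% in these data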;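 note: 0% = DMSO with enzyme and 100% = enzyme fully blocked by orthovanadate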
Target sequence (Q9Y2R2 whole entry, looked up, the tested form may be a part): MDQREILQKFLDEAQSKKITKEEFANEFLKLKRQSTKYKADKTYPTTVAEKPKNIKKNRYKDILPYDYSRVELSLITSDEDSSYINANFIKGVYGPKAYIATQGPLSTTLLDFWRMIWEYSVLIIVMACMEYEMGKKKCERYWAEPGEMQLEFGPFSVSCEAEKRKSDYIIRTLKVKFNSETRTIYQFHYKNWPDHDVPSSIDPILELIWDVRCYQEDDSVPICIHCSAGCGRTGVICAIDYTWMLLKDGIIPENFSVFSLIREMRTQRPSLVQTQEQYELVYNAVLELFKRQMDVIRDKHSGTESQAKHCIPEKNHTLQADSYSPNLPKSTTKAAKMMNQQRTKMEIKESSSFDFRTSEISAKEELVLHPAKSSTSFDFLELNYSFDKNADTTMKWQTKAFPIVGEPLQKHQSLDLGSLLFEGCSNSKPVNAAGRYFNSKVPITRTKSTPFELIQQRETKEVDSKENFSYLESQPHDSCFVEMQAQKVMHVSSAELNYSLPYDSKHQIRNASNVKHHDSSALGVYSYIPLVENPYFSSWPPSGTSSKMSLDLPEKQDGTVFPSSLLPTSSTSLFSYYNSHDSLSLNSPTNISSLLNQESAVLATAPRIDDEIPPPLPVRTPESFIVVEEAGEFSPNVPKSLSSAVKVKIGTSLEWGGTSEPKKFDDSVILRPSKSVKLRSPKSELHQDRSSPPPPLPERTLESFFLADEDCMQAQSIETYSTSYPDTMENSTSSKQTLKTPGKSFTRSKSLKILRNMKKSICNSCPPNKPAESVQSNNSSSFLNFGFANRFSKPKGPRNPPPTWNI
Ecoli WT expand: blocks growth of wild type E. coli BW25113; growth inhibition, % at 100 µM; AID 710; OD600 absorbance; hit rate 0.15% among 98,000;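 active = growth inhibition above about 50% at one test dose, limit read from the data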;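 note: growth measured after 20 h incubation at 37 °C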
PTPN22 act: increases human PTPN22 phosphatase activity | recombinant LYP, DiFMUP fluorescence; 0 = plate median, 100 = signal doubled | activation, % at 2 µM | hit rate 0.11% among 96,000 | AID 697 | Q9Y2R2;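 active = activation at 2 µM above a set limit, the mean plus 5 SD, cut at about 37% in these data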
PostGolgi ctrl: yeast control strain growth, post-Golgi counter-screen; efflux-deficient yeast background strain, growth absorbance A615, 16 h; AID 738; hit rate 5% among 98,000; inhibition, % at 10 µM
PostGolgi yeast: growth inhibition of a yeast mutant, post-Golgi transport screen | post-Golgi transport phenotypic cell assay | inhibition, % at 10 µM | hit rate 0.9% among 98,000 | AID 739;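 note: yeast cells grown in 1536-well plates; yeast grown about 18 h at 30C before absorbance read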
CYP2C9 act: activators of human CYP2C9 | P11712 | activation factor at 5 µM | hit rate 1.4% among 96,000 | recombinant CYP2C9, luciferin-H conversion, luminescence; stronger effect = higher value; factor 1 = untreated enzyme, 0 = blocked | AID 1024;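 active = activation factor of 2 or more for CYP2C9 at a 5 µM dose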;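 note: 0 = sulfaphenazole-blocked wells and 1 = vehicle-only wells; values of inactives mirror those of a sister screen read the other way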
CYP2C9 inhib: blocks human cytochrome P450 2C9 | P11712 | CYP2C9 Supersomes, luciferin-H conversion, luminescence | inhibition, % at 5 µM | hit rate 20% among 96,000;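 active = blocking of liver enzyme CYP2C9 beyond about 50% at 5 µM, limit read from the data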; note: values of inactives mirror those of a sister screen read the other way
Active calls of the source: *; / = not tested or not shown. Cut-off read from the data, not from the text of the source, unless noted: active = inhibition above about 30%; inactive = the rest. Random draw from the library; about 24% have a hit in one of these screens.

1) CCOc1ccccc1NC=C1C(=O)OC(C)(C)OC1=O
2) O=C(NCCCn1ccnc1)c1cn(-c2ccccc2)nc1-c1ccccc1
3) COc1ccc(NC(=O)CSc2nc3sc(C)c(C)c3c(=O)n2Cc2ccco2)cc1
4) C=CCN1C(=O)C(O)(CC(=O)c2ccc(-n3cccc3)cc2)c2ccccc21 (centres undefined)
5) COc1cc(OC)cc(C(=O)Nc2ccc(-c3nc4ccccc4o3)c(O)c2)c1
6) CCOc1cccc(C(=O)Nc2cccc(-c3nc4ncccc4o3)c2C)c1
7) CC(Sc1sc(=S)sc1SC(C)C(=O)O)C(=O)O (centres undefined)
8) COc1ccc2c(Cl)c(C(=O)NCCCn3ccnc3)sc2c1Cl
screen / no.,1,2,3,4,5,6,7,8
DAT uptake mod,0.013,0.086,2.6,1.5,-1.1,-0.095,-0.34,0.38
PTK2B oligo ant,-0.11,0.3,-2.4,0.89,-0.13,0.13,0.51,0.23
PTPN22 inh 2,-7,2,-4,2,7,-2,-4,-3
Ecoli WT expand,9,2,-14,-5,-18,-3,0,1
PTPN22 act,10,2,2,0,-8,6,1,7
PostGolgi ctrl,11,6,8,22,6,5,1,-7
PostGolgi yeast,3,15,4,2,4,-4,5,-17
CYP2C9 act,2*,0.1,0.2,1,1.2,0.7,0.9,0.1
CYP2C9 inhib,-97,94*,79*,1,-19,25,10,88*

9) COc1ccc(NC(=O)C(CC(=O)O)Cc2ccccc2)cc1 (centres undefined)
10) CCOC(=O)N1CCC(NC(=O)c2cnn3cccnc23)CC1
11) Cc1cccc(Sc2c(C=O)c3ccccc3n2C)c1
12) COc1cc([C@@H]2[C@H]3CNCC=C3C(C#N)=C(N)C2(C#N)C#N)ccc1OC(C)C
13) CCC(=O)c1ccc(OCCn2cncn2)cc1
14) CCCOc1ccc(S(=O)(=O)n2cc(Br)c(=O)[nH]c2=O)cc1
15) COc1ccc(CNC(=S)N/N=C/c2ccc(OC)c(OC)c2)cc1
16) CC1CCCC(C)N1C(=O)c1cc(-c2cccs2)on1 (centres undefined)
screen / no.,9,10,11,12,13,14,15,16
DAT uptake mod,-0.1,0.085,-0.19,0.15,-0.00027,-1.2,/,-0.57
PTK2B oligo ant,0.57,-0.5,-2.1,-0.19,0.62,1.8,0.58,-0.98
PTPN22 inh 2,/,12,4,-6,1,-8,6,/
Ecoli WT expand,1,-11,-3,-1,4,7,-6,11
PTPN22 act,/,-12,0,2,-2,6,-3,/
PostGolgi ctrl,2,7,24,0,18,42*,21,13
PostGolgi yeast,14,4,4,15,-4,6,-7,4
CYP2C9 act,0.9,0.8,0.2,0.9,0.3,0,0.4,/
CYP2C9 inhib,5,24,77*,14,67*,98*,63*,/

17) CN1C(=O)c2cccc(N(C)C)c2C1=O
18) Cc1nc(C(=O)Nc2cccc(Cl)c2)nn1-c1cc(OC(C)C)c(Cl)cc1Cl
19) COc1ccc(OC)c(Nc2nc(-c3sc(NC(=O)C(C)(C)C)nc3C)cs2)c1
20) Cc1cc(C)nc(-n2nc(C)cc2NC(=O)c2cccc(S(=O)(=O)N3CCCCC3)c2)n1
21) O=S(=O)(Nc1nc(CN2CCOCC2)nc2sc3c(c12)CCCC3)c1cc(F)ccc1F
22) CN(C)c1nc(Oc2ccc(/C=N/O)cc2)nc(N(C)C)n1
23) COc1ccc(N(CC(O)CN2CCCCC2)S(=O)(=O)c2ccc(C)cc2)cc1 (centres undefined)
24) C=CCn1c(CCNC(=O)c2cccs2)nnc1SCC(=O)Nc1cccc(F)c1
screen / no.,17,18,19,20,21,22,23,24
DAT uptake mod,0.065,1.3,0.45,2,-0.61,1.6,-0.66,0.47
PTK2B oligo ant,0.77,-0.97,/,/,13,0.39,-0.13,1.3
PTPN22 inh 2,-4,10,5,-1,6,/,6,1
Ecoli WT expand,11,-13,-4,3,0,4,2,3
PTPN22 act,3,-7,-1,-2,-7,/,-9,-2
PostGolgi ctrl,-6,22,9,21,12,6,21,15
PostGolgi yeast,-4,3,0,-4,3,15,-1,3
CYP2C9 act,1,0.3,0.5,0.7,0.4,0.9,0.9,0.1
CYP2C9 inhib,2,70*,46,28,63*,6,10,90*

2 entries picked at random from those above:
19) COc1ccc(OC)c(Nc2nc(-c3sc(NC(=O)C(C)(C)C)nc3C)cs2)c1
23) COc1ccc(N(CC(O)CN2CCCCC2)S(=O)(=O)c2ccc(C)cc2)cc1 (centres undefined)
screen / no.,19,23
DAT uptake mod,0.45,-0.66
PTK2B oligo ant,/,-0.13
PTPN22 inh 2,5,6
Ecoli WT expand,-4,2
PTPN22 act,-1,-9
PostGolgi ctrl,9,21
PostGolgi yeast,0,-1
CYP2C9 act,0.5,0.9
CYP2C9 inhib,46,10

Continued:
25) CCSC1=NCN(CCCC(=O)O)CN1
26) COc1ccc(S(=O)(=O)NCCCCCC(=O)NCCCN2CCOCC2)cc1
27) CCOc1cc2[nH]c(=S)n(Cc3ccc(C)o3)c(=O)c2cc1OCC
28) Cn1c(=O)c2c(ncn2CC(=O)N2CCN(c3ccccc3F)CC2)n(C)c1=O
29) COc1cccc(/C=N/NC(=O)CC2C(=O)NN=C2C)c1OC (centres undefined)
30) COc1ccc(CCNC(=O)C(=O)NCc2ccc(C)cc2)cc1OC
31) O=C(Nc1ccc(-c2noc(CCc3ccccc3)n2)cc1)c1cccnc1
32) COc1ccc(N(CC(=O)NN=C2CCCCCCC2)S(=O)(=O)c2ccccc2)cc1Cl
screen / no.,25,26,27,28,29,30,31,32
DAT uptake mod,-1.1,-0.17,1.1,0.065,0.59,0.65,0.63,0.13
PTK2B oligo ant,0.11,-0.34,-1.2,0.36,0.91,0.31,-3.3*,-0.31
PTPN22 inh 2,-4,-2,/,6,-17,5,/,18
Ecoli WT expand,-2,4,-9,-2,1,-1,-6,-1
PTPN22 act,1,0,/,-6,21,-2,/,-19
PostGolgi ctrl,-4,1,11,2,-3,-5,9,8
PostGolgi yeast,-6,-4,-5,3,-6,-1,-3,3
CYP2C9 act,1,0.9,1,1.1,1,1.1,0.5,0.8
CYP2C9 inhib,0,11,0,-14,5,-5,55*,21

33) O=C(NCc1cccnc1)c1ccc(CS(=O)(=O)c2ccc(Br)cc2)o1
34) Cc1ccc(N2C(=O)c3ccccc3NC2C(C)Cc2ccc3c(c2)OCO3)cc1 (centres undefined)
35) Nc1nc(CN2CCN(c3ccc(F)cc3)CC2)nc(N2CCCc3ccccc32)n1
36) O=C(NCc1ccc(F)cc1)C1CCN(C(=O)NCc2ccccc2)CC1
37) Cc1cc2ccccc2c(=O)n1CC(=O)NCC(=O)N1CCCC1
38) CC1CCCN(C(=O)c2ccc3c(c2NCCO)C(=O)c2ccccc2C3=O)C1 (centres undefined)
39) CC(=O)c1c(N2CCOCC2)nc(=S)n(-c2ccc([N+](=O)[O-])cc2)c1C
40) Cc1nn(Cc2ccccc2Cl)c(C)c1NC(=O)c1nc2ncccn2n1
screen / no.,33,34,35,36,37,38,39,40
DAT uptake mod,0.13,1.6,-2.7*,0.62,-0.0049,1.8,/,0.054
PTK2B oligo ant,/,-2.2,1.5,0.39,-0.05,-1.2,-0.79,-1.4
PTPN22 inh 2,-5,15,9,10,-17,3,-10,-8
Ecoli WT expand,2,/,8,6,0,0,-2,/
PTPN22 act,3,-18,-8,-13,16,-2,11,4
PostGolgi ctrl,-2,/,11,3,1,4,0,/
PostGolgi yeast,-4,/,2,-4,-8,12,-1,/
CYP2C9 act,0,/,0.5,0.9,0.9,0.6,0.8,/
CYP2C9 inhib,96*,/,53*,6,12,35,19,/

41) COC(=O)CNC(=O)CN1C(=O)N(c2cccc(Cl)c2)C(N(O)C(=O)Nc2cccc(Cl)c2)C1(C)C (centres undefined)
42) CC(C)C1CC(O)(C2(O)CCCCC2)ON1 (centres undefined)
43) CN1CCN(C(=O)c2c(O)c3cccc4c3n(c2=O)CCC4)CC1
44) Cc1ccc(C(=O)/C=C2/NC(=O)CS2)cc1
45) CC(=O)N1CCc2cc(S(=O)(=O)CCC(=O)NCc3ccc4c(c3)OCO4)ccc21
46) Clc1ccccc1-c1nnc2sc(-c3ccco3)nn12
47) COc1ccc(Cl)cc1-c1n[nH]c(=S)n1C1CCCCC1
48) O=c1nc2ccccc2c(NS(=O)(=O)c2ccc(Cl)cc2)n1-c1ccccc1
screen / no.,41,42,43,44,45,46,47,48
DAT uptake mod,-0.39,-0.029,-0.043,-0.22,0.53,0.52,1.3,1.5
PTK2B oligo ant,0.18,-0.52,-0.12,0.3,0.88,-0.35,0.19,1.1
PTPN22 inh 2,-3,/,-4,10,-2,-2,1,1
Ecoli WT expand,-3,1,4,/,-2,2,0,-8
PTPN22 act,5,/,2,-13,0,1,0,1
PostGolgi ctrl,-1,28,-1,/,-3,7,18,7
PostGolgi yeast,19,1,-5,/,2,1,-1,-5
CYP2C9 act,0.8,1.1,1.1,/,1.2,0.7,0.9,0.9
CYP2C9 inhib,21,-7,-13,/,-16,33,14,5

49) COc1ccc(S(=O)(=O)N2CCOCC2)c(C)c1C
50) O=C(O)CCC(=O)N(Cc1cccs1)Cc1cccs1
51) CC1CCCCC12NC(=O)N(CC(=O)NCCc1ccccn1)C2=O (centres undefined)
52) Cc1ccc(CNC(=O)C2CCC(=O)N2CCc2ccccc2)cc1 (centres undefined)
53) O=C(NCc1cccs1)C1CCN(S(=O)(=O)N2CCCC2)CC1
54) CCOC(=O)N1CCN(C(=O)Cn2cc3c(n2)CCCC3)CC1
55) O=C(NC1CCCCC1)C(c1ccc(Cl)cc1)N1CCC2(CC1)OCCO2 (centres undefined)
56) OC(CN1CCOCC1)CN1CCOCC1
57) CC1(C)Oc2ccc3ccc(=O)oc3c2/C(=C/N)C1=O
screen / no.,49,50,51,52,53,54,55,56,57
DAT uptake mod,0.005,0.025,-0.53,-0.2,-0.41,-7.9*,-0.046,/,0.74
PTK2B oligo ant,1.3,-0.07,0.06,0.24,1.1,0.25,-0.58,0.03,-0.12
PTPN22 inh 2,2,12,-18,2,2,/,-1,9,-4
Ecoli WT expand,/,6,-2,6,9,-7,-2,-5,-18
PTPN22 act,-1,-10,17,0,-4,/,5,-9,1
PostGolgi ctrl,/,-1,4,10,5,-9,6,4,21
PostGolgi yeast,/,-3,14,3,-2,-2,-4,-3,5
CYP2C9 act,/,0.7,1,1.1,1.1,1,0.9,0.8,0.8
CYP2C9 inhib,/,32,1,-9,-7,2,9,18,17
